# SV40 large T antigen = SV40 large T antigen inhibitors, biochemical (AID 1903); SV40 large T antigen ATPase/helicase inhibition assay; higher % means a stronger effect; inhibition, % at 20 µM; hits with a dose series show IC50 in µM; hit rate 0.39% among 310,000; in the data active means a potency from the dose series; inconclusive means inhibition mostly from about 32% at the one dose, without a potency; inactive means the rest, 99 in 100 with inhibition below about 32%; further: strong numbers were not always called active
# ER stress rescue = rescue of cells from ER stress-induced death, primary screen, 384-well, CSM14.1, thapsigargin, ATP luminescence (AID 1222); CSM14.1 thapsigargin-induced death rescue, ATP luminescence; higher % means a stronger effect; cellular ATP content (survival), % at 20 µM; hits with a dose series show EC50 in µM; 190,000 tested, under 10 active;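 active means EC50 below 50 µM in the dose-response confirmation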;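 further: death triggered by thapsigargin at about 15 µM added after 2 h compound pretreatment; cell ATP read after overnight thapsigargin exposure of roughly 18 to 22 hours; normalized against plate controls of thapsigargin alone and 5% DMSO vehicle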
# Ins promoter up = insulin promoter activators in MIN6 cells, imaging, high-content screening, mouse beta cells | MIN6 insulin promoter-GFP reporter; active compounds read high | hit rate 0.3% among 190,000 | z-score at 5 µM;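 active means z-score above 3 at 5 µM with at least 500 cells counted in the well; inconclusive means wells under 500 cells, flagged as cytotoxic or low count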
# RSV antiviral HEp-2 = RSV antiviral activity via CPE protection, HEp-2 cells, primary 10 µM value included (AID 2391) | HEp-2 cells, RSV-induced CPE inhibition; higher % means a stronger effect | hit rate 0.13% among 310,000 | CPE inhibition, % at 10 µM, or IC50 in µM where a hit was titrated; in the data active means a potency from the dose series; inconclusive means CPE inhibition mostly from about 23% at the one dose, without a potency; inactive means the rest, 99 in 100 with CPE inhibition below about 21%; further: strong numbers were not always called active
# TNAP activation fold = human TNAP enzyme activators, primary screen, biochemical, luminescent, no phosphate acceptor, uHTS (AID 1001) | hit rate 0.03% among 200,000 | one-dose activation fold at 20 µM; EC50 in µM for titrated hits | purified TNAP, luminescent activation assay, no phosphate acceptor; higher activation fold means a stronger effect; in the data active means activation fold from about 3, or a potency from the dose series; inactive means the rest, 99 in 100 with activation fold below about 1.6; further: many of its hits are not listed in these tables
# Salmonella PhoP GFP = inhibitors of PhoP regulon expression, primary screen, Salmonella Typhimurium, GFP reporter (AID 1863); inhibition, % at 50 µM; hits with a dose series show IC50 in µM; hit rate 0.16% among 300,000; S. Typhimurium PhoP-regulated promoter GFP reporter, 4 h; higher % means a stronger effect;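 active means inhibition over 29.93%, a cutoff 3 SD above the screen mean, later confirmed by dose response; inconclusive means inhibition over 29.93% but no dose response follow-up; inactive means inhibition at most 29.93% or unconfirmed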;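 further: 0% = low Mg2+ inducing control and 100% = high Mg2+ repressing control; strong numbers were not always called active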
# PMI inhibitors = inhibitors of human PMI, primary screen, biochemical, fluorescence intensity, coupled assay (AID 1209) | purified PMI enzyme, coupled fluorescence intensity; higher % means a stronger effect | Mannose-6-phosphate isomerase (Homo sapiens) | one-dose inhibition, % at 20 µM; IC50 in µM for titrated hits | hit rate 0.42% among 190,000;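 further: plate controls were DMSO vehicle for no effect and wells lacking substrate for full effect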
# West Nile virus CPE = West Nile virus antiviral activity, cell-based, CPE readout (AID 1621); hit rate 0.02% among 290,000; West Nile virus-infected cells, CPE inhibition; higher % means a stronger effect; CPE inhibition, % at 10 µM; hits with a dose series show IC50 in µM; in the data active means a potency from the dose series; inconclusive means CPE inhibition mostly from about 3.7% at the one dose, without a potency; inactive means the rest, 99 in 100 with CPE inhibition below about 2.2%; further: strong numbers were not always called active
# human PMI inhibitors = human PMI inhibitors, high substrate, primary screen, biochemical, fluorescence intensity, high mannose 6-phosphate (AID 1220) | inhibition, % at 20 µM, or IC50 in µM where a hit was titrated | Mannose-6-phosphate isomerase (Homo sapiens) | recombinant PMI enzyme, coupled fluorescence intensity; higher % means a stronger effect | hit rate 0.66% among 190,000
# Ins promoter up cell count = recorded beside Ins promoter up, whose call it bears; cell count; measured here: cytotoxicity, nuclei count;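 total cells summed across four imaged fields per well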
# * hit, by the source's call; ? = inconclusive; / = not tested or not shown. Unless noted, no stated cut-off is given here; in the data, active means inhibition above about 50%; inactive means the rest.
SMILES,SV40 large T antigen,ER stress rescue,Ins promoter up,Ins promoter up cell count,RSV antiviral HEp-2,TNAP activation fold,Salmonella PhoP GFP,PMI inhibitors,West Nile virus CPE,human PMI inhibitors
CC(=O)c1cc2cc(O)ccc2o1,3%,-1.2%,-0.72,1445,0.9%,1.1,2%,3%,-0.2%,2%
Nc1nc(-c2ccccc2)nn1C(=O)Cc1ccccc1,3%,-0.8%,0.41,1319,0.7%,0.6,-7%,14%,0.2%,7%
COC(=O)C(NC(=O)c1ccc(F)cc1)(Nc1ncc(S(=O)(=O)c2ccc([N+](=O)[O-])cc2)s1)C(F)(F)F (stereo not given),20%,3.0%,/,/,15%,1.1,-6%,12%,0.3%,10%
O=C(Nc1ccc2c(c1)CN(Cc1ccc(CO)o1)CC2)c1ccc(C(F)(F)F)cc1,23%,/,/,/,8.3%,/,-4%,/,?,/
CCOC(=O)c1nc(Nc2ccccc2CC)c2ccccc2n1,10%,/,/,/,3.5%,/,-3%,/,-1.7%,/
COc1ccccc1C(=O)NCCNC(=O)c1ccc(C)nc1,5%,/,/,/,1.6%,/,1%,/,0.3%,/
CS(=O)(=O)c1cnc2c(-c3ccsc3)cnn2c1N,8%,0.1%,/,/,-1.3%,1.1,6%,-1%,0.1%,-8%
Cc1ccccc1C(=O)c1c[nH]c(C(=O)N2CCN(c3ccccc3F)CC2)c1,8%,/,-0.03,1278,19%,1,4%,8%,-1.3%,-6%
CC(CN1CCOCC1)OC(=O)c1cccc(Cl)c1 (stereo not given),0%,/,/,/,1.4%,/,-3%,/,0.4%,/
CCOCCCNC(=O)C1(O)c2cc(Br)ccc2NC(=O)N1c1ccc(CC)cc1 (stereo not given),7%,/,/,/,2.3%,/,-1%,/,0.0%,/
C=C1C(=O)O[C@@H]2[C@H]1CC[C@H](C)[C@]1(O)CCC(=O)[C@@]21C,6%,/,/,/,2.4%,/,2%,/,1.6%,/
COc1cccc(C2CCCCN2Cc2nc(-c3ccc(C)o3)oc2C)c1 (stereo not given),12%,1.8%,0.21,1695,-0.5%,1,4%,16%,0.5%,14%
CSc1ccc(CN(C)CC(=O)NCc2ccc(F)cc2)cc1,2%,-0.4%,-0.69,1330,-1.3%,1,-5%,4%,-1.5%,11%
CC1C(c2ccccc2)=[N+]([O-])C2(CCCC2)N1O (stereo not given),4%,-1.8%,0.75,1117,0.2%,1.1,9%,-7%,-0.1%,-5%
COc1ccc(-n2c(SCC(=O)Nc3cc(C(=O)O)ccc3C)nc3ccccc3c2=O)cc1Cl,9%,/,-0.92,1350,-2.1%,/,1%,/,0.6%,/
O=C(Nc1cccnc1)Nc1ccc(Br)cc1Cl,5%,-2.0%,1.3,1187,14%,1,-1%,1%,-1.0%,6%
FC(F)Oc1ccc(NC(=S)NCCc2ccccn2)cc1,9%,1.6%,/,/,-0.9%,1.1,-1%,-9%,0.2%,-18%
CCCc1[nH]n(-c2ccc([N+](=O)[O-])cc2)c(=O)c1C(C)=NCc1ccncc1,-2%,/,-1.6,985,5.9%,/,-12%,/,-0.7%,/
COc1ccc(Cl)cc1S(=O)(=O)NC1CC(C)(C)NC(C)(C)C1,-2%,3.2%,0.16,1571,0.1%,1,-10%,1%,0.0%,0%
CC1(C)OC(C(N)=O)C(C(N)=O)O1 (stereo not given),2%,1.9%,1.1,1480,1.3%,1.1,-9%,10%,0.4%,15%
Cc1cccn2c(=O)c(/C=N/O)c(N3CCOCC3)nc12,24%,-0.6%,0.87,1108,-1.0%,1.1,-8%,8%,0.2%,11%
CCN(CC)c1ccc2cc(C#N)c(=O)oc2c1,5%,-0.9%,4.2*,1426*,0.5%,1.1,11%,-4%,-0.4%,0%
COc1cccc(C(=O)NCc2ccccc2OC)c1,7%,-1.2%,1.7,1416,-0.2%,1.1,7%,2%,-0.3%,7%
COc1cc(C2Nc3cc(C)c(C)cc3NC3=C2C(=O)CC(C)(C)C3)ccc1OC(C)=O (stereo not given),17%,/,/,/,2.6%,/,-6%,/,-0.2%,/
Cc1cc(NC2CCCC2)n2nc(C)c(-c3ccccc3)c2n1,4%,/,/,/,?,/,-4%,/,-1.0%,/
Cc1ccc(C(=O)Nc2ccon2)cc1S(=O)(=O)N1CCOCC1,1%,-0.1%,0.96,826,-1.3%,1,-5%,-8%,0.0%,-15%
CC(C)=CC(=O)Nc1nnc(-c2ccccc2)s1,2%,-1.0%,-0.11,1852,0.2%,1,-2%,16%,-0.1%,16%
O=C(CCSc1ccc(Cl)cc1)NCc1ccccn1,23%,-1.2%,-0.8,1436,-0.1%,1.1,-1%,2%,1.4%,4%
COC(=O)c1cn(C(=O)c2cccc(C)c2)c2ccccc12,21%,-1.7%,/,/,0.1%,1,-6%,/,0.1%,/
O=C(Cc1ccccc1)N1CCc2ccccc21,8%,-4.6%,/,/,0.6%,1,10%,5%,0.6%,1%
Cc1ccc(OCCCNCCO)c(Br)c1,9%,-0.9%,0.03,882,1.9%,0.9,14%,-13%,0.0%,-1%
O=C(Nc1c(C(=O)c2ccccc2)oc2ccccc12)c1cc(-c2ccccc2O)n[nH]1,16%,-0.4%,-0.49,991,6.0%,1.8,-10%,-12%,-0.1%,-6%
O=c1cc(C(F)(F)F)c2sc(N3CCCCC3)nc2[nH]1,11%,-0.4%,/,/,2.4%,1.1,0%,19%,0.3%,31%
CCOc1ccc(C2CC(c3cccc(OC)c3)Nc3nc(N)nn32)cc1 (stereo not given),10%,/,0.95,1898,-0.3%,1.1,-7%,11%,-0.5%,6%
Cc1ccc(NC(=O)CN(C)Cc2c(O)ccc3ccccc23)cc1,10%,/,/,/,1.4%,/,3%,/,-0.2%,/
Cc1ccc(C(=O)c2cc([N+](=O)[O-])ccc2N2CCCCC2)c(C)c1,14%,-1.5%,-1.3,667,5.5%,1.2,-3%,11%,-0.6%,-8%
Cc1cc(C)cc(NC(=O)C2C3C=CC4(O3)C2C(=O)N(CCCN2CCCC2)C4C(=O)NC2CCCC(C)C2C)c1 (stereo not given),4%,/,/,/,-0.1%,/,-4%,/,-0.2%,/
O=C(O)CSCCCC(=O)Nc1ccc(Br)cc1,-2%,-2.3%,-0.19,1468,-0.5%,1,-12%,-20%,/,-10%
CCn1c(=O)n(CC(=O)Nc2cc(OC)ccc2OC)c(=O)c2ccccc21,5%,2.7%,0.31,1298,4.3%,1.2,13%,-2%,-0.3%,4%
O=C(CCc1nnc2ccc(N3CCCCC3)nn12)NCc1ccco1,14%,/,/,/,1.9%,/,-2%,/,-0.1%,/
CCOC(=O)c1c(NC=O)sc2c1CCC2,10%,-2.2%,-0.77,989,12%,1.1,6%,2%,/,6%
CCOC(=O)CN(Cc1ccccc1)S(=O)(=O)c1ccc(NC(C)=O)cc1,13%,-2.9%,1,1049,0.4%,1.1,-12%,14%,-0.8%,13%
O=C(N/N=C/c1cccc(Oc2ccccc2)c1)c1ccncc1,0%,-0.1%,/,/,1.2%,1.1,-11%,0%,0.7%,3%
COc1cccc(C(=O)N/N=C(\C)c2cccc(NC(=O)c3ccc(F)cc3)c2)c1OC,4%,/,/,/,3.5%,/,23%,/,1.0%,/
O=C(NCCCN1CCCCCC1)c1ccc(N2CCCC2=O)cc1,-1%,-1.3%,/,/,-1.5%,1,-10%,0%,0.1%,-2%
CN1C2C=C3C(C#N)=C(N)C(C#N)(C#N)C(c4ccc(Br)cc4)C3C1CC2 (stereo not given),25%,5.8%,/,/,2.0%,1.1,2%,13%,-0.1%,44%
O=C(/C=C/c1ccccc1)Nc1cc(NC(=O)/C=C/c2ccccc2)cc(C(=O)O)c1,12%,/,/,/,2.5%,/,7%,/,-0.1%,/
CCN(CC)S(=O)(=O)c1ccc2nc(CCl)[nH]c2c1,-3%,-0.3%,0.3,1570,-0.1%,1.1,10%,-16%,0.1%,10%
CCN(C(=O)CN1CCc2ccccc21)c1c(N)n(Cc2ccccc2)c(=O)[nH]c1=O,11%,-2.7%,0.43,1308,0.6%,1,4%,-30%,-0.8%,-25%
CC1(C)Cc2nc3sc(C(=O)O)c(N)c3cc2CS1,25%,-1.4%,-0.32,1279,-0.4%,1.1,-7%,-74%,-0.3%,-136%

# 2 compounds from above, limited to Salmonella PhoP GFP and Ins promoter up.
SMILES,Salmonella PhoP GFP,Ins promoter up
Cc1ccc(OCCCNCCO)c(Br)c1,14%,0.03
O=C(Nc1c(C(=O)c2ccccc2)oc2ccccc12)c1cc(-c2ccccc2O)n[nH]1,-10%,-0.49

# The listing continues:
SMILES,SV40 large T antigen,ER stress rescue,Ins promoter up,Ins promoter up cell count,RSV antiviral HEp-2,TNAP activation fold,Salmonella PhoP GFP,PMI inhibitors,West Nile virus CPE,human PMI inhibitors
Cc1ccc(S(=O)(=O)N(C)c2ccc(C(=O)NCC3CCCO3)cc2)cc1 (stereo not given),3%,-0.5%,0.11,1457,-0.8%,1,5%,7%,-0.6%,14%
Cc1ccc(SCCC(=O)NCc2ccco2)cc1,6%,-1.1%,0.2,1265,0.0%,1.1,-8%,7%,0.2%,7%
CCN(Cc1ccccc1)C(=O)Cn1cc2c(n1)CCCC2,-3%,/,-0.86,1794,0.4%,1.1,5%,15%,-0.5%,10%
CN(Cc1nccn1C)C(=O)CC1C(=O)NCCN1CC(c1ccccc1)c1ccccc1 (stereo not given),27%,0.6%,0.28,1503,-0.3%,1.1,-5%,5%,-0.1%,25%
CCCOc1ccc(CCCN=C(N)N)cc1Cl,6%,/,-0.62,1055,-1.6%,/,26%,/,0.3%,/
O=C(N/N=C/c1ccc([N+](=O)[O-])o1)C1CC1,4%,0.3%,-0.02,990,5.3%,1.1,-11%,-6%,0.0%,27%
Cc1ccc(N(CC(=O)O)S(C)(=O)=O)cc1,6%,0.2%,0.71,1653,-1.4%,1.1,-7%,3%,1.0%,-4%
O=C(CSc1nc2ccccc2c(=O)[nH]1)c1ccccc1,3%,1.9%,0.18,1086,0.8%,1.1,2%,-1%,-0.6%,-5%
O=C(NC12CC3CC(CC(C3)C1)C2)N1CC2Cc3cccc(=O)n3C(C2)C1 (stereo not given),10%,2.5%,/,/,-0.6%,1.1,-3%,1%,0.0%,6%
CCOC(=O)c1c(C)[nH]c(C)c1S(=O)(=O)N1CCCCC1,8%,/,/,/,2.7%,/,1%,/,-0.3%,/
O=C(Nc1ccc(C(=O)c2ccccc2)cc1)c1ccccc1,0%,/,/,/,12%,/,9%,/,-0.6%,/
Cc1nc2ccc(NC(=O)Cn3cnc4c3c(=O)n(C)c(=O)n4C)cc2s1,/,-0.2%,/,/,/,1.4,/,0%,/,5%
CC(C)NC(=O)c1c(O)c2ccccc2[nH]c1=O,-3%,2.0%,1.1,1296,3.6%,1,-11%,1%,1.0%,4%

# Screens (PubChem BioAssay)

# Random draw from the library. About 1.5% of those tested had a hit in this group.
